DAX1 inh-1: inhibitors of DAX1 repression of SF-1 activated StAR promoter | inhibition, % at 6.8 µM | HEK293T StAR-luciferase reporter, SF-1/DAX-1 repression relief | hit rate 1.1% among 370,000 | AID 652010;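 active means inhibition above the mean over all tested compounds plus 3 SD, cut at about 3.6% in these data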;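 further: 0% = DAX-1 cells with DMSO and 100% = cells lacking DAX-1 with DMSO; higher inhibition means more luminescence from relief of DAX-1 repression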
GAA850 FXN act: activators of GAA850 frataxin (FXN) promoter; HEK293 lucGAA850 FXN promoter luciferase reporter, 24 h; percent of 10 µM SAHA response; activation, % at 6 µM; hit rate 0.56% among 360,000; AID 540364;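 active means activation above the average of all compounds screened plus 3 SD, cutoff fixed separately per campaign, cut at about 7.5% in these data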;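 further: 0% = DMSO wells and 100% = 10 µM SAHA wells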
KLK7 zymogen act: activators of human kallikrein-7 zymogen; P49862; hit rate 0.9% among 370,000; purified proKLK7, EDANS-DABCYL substrate fluorescence; 100% is mature enzyme control, 0% vehicle; activation, % at 7 µM;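 active means activation above the mean of all tested compounds plus 3 SD, computed per campaign excluding outliers beyond control limits, cut at about 13% in these data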
Target sequence (P49862 whole entry, looked up): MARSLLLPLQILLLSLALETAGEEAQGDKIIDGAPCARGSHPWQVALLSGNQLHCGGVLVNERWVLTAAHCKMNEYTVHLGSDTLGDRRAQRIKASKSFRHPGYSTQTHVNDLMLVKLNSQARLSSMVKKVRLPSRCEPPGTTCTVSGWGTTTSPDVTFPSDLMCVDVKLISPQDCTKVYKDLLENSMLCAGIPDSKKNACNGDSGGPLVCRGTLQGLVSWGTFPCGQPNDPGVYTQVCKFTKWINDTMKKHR
HGIII-sPLA2 inh: Inhibits HGIII-sPLA2 liposome hydrolysis, primary screen; Q9NZ20; QFRET BODIPY PC-A2 liposome hydrolysis, fluorescence; inhibition, % at 12.2 µM; hit rate 0.56% among 370,000; AID 743126;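 active means inhibition above mean plus 3 SD of compounds lying within the high and low control bounds, cut at about 19% in these data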;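 further: 0% = median of test compound wells and 100% = no enzyme DMSO wells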
Target sequence (Q9NZ20 whole entry, looked up): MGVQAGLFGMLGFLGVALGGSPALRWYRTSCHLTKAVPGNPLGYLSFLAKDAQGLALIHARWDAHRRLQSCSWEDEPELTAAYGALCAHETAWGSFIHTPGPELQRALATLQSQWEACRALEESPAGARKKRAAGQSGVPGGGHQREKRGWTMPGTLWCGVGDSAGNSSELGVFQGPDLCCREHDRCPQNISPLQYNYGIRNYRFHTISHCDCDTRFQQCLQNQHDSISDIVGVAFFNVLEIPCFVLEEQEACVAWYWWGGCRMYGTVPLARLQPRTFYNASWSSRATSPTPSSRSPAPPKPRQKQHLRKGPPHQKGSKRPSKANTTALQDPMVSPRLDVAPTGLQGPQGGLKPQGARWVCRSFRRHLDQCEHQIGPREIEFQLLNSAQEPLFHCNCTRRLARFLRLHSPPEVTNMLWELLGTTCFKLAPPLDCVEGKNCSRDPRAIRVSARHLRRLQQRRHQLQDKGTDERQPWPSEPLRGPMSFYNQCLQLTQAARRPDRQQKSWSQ
hcDAF12 agonist: activates DAF-12 receptor from parasite H. contortus | HEK293 hcDAF-12 lit1-tk-luc reporter, luminescence; 0% DMSO, 100% Δ7-dafachronic acid | AID 652067 | hit rate 1.4% among 370,000 | activation, % at 6.8 µM;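 active means activation above the mean of all tested compounds plus 3 SD, cut at about 5.5% in these data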;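 further: 100% = response to 3 µM Δ7-dafachronic acid high control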
SMARCA2 act: SMARCA2 function activation, primary screen; hit rate 1% among 370,000; activation, % at 9.1 µM; MG213 cells, MMTV-luciferase reporter, dexamethasone, overnight; in the data active means activation above about 7.8%;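 further: 0% = vehicle wells and 100% = reference activator wells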
hgDAF12 agonist: agonists of H. glycines DAF-12 nuclear receptor. AID 687014. activation, % at 6.8 µM. HEK293 GAL4-hgDAF12 UAS-luciferase reporter, agonist luminescence; normalized to butyrate control. hit rate 1.8% among 370,000;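 active means activation above a cutoff set at the mean of all screened compounds plus 3 SD, cut at about 10% in these data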;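 further: 0% = DMSO wells and 100% = sodium butyrate wells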
ssDAF-12 act: activators of S. stercoralis DAF-12 nuclear receptor. HEK293 ssDAF-12/GRIP1 lit1-tk-luc reporter, luminescence; % of 3 µM dafachronic acid response. hit rate 1% among 370,000. activation, % at 6.8 µM;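 active means activation above the mean over all tested compounds plus 3 SD, cut at about 0.9% in these data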;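 further: 0% = DMSO-only wells and 100% = 3 µM delta7-dafachronic acid wells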
NPR1 activator: GC-A (human) enzyme activation | P16066 | HEK293 GC-A cells, cGMP TR-FRET, EC30 ANP; 0% at EC30 ANP, 100% saturating ANP | activation, % at 10 µM | hit rate 0.14% among 370,000 | AID 1671463; in the data active means activation above about 40%
DAX1 inh-2: NR0B1 (DAX1) inhibition; AID 504766; HEK293 Gal4-DAX1 luciferase reporter, luminescence; inhibition, % at 6.75 µM; P51843; hit rate 0.99% among 340,000;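 active means inhibition above the mean over all tested compounds plus 3 SD, cut at about 4.2% in these data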;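 further: 0% = DAX1-transfected cells with DMSO and 100% = empty-vector control cells with DMSO; inhibition shows as a rise in luminescence from relieved DAX1 repression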
Target sequence (P51843 207-470 limits assumed): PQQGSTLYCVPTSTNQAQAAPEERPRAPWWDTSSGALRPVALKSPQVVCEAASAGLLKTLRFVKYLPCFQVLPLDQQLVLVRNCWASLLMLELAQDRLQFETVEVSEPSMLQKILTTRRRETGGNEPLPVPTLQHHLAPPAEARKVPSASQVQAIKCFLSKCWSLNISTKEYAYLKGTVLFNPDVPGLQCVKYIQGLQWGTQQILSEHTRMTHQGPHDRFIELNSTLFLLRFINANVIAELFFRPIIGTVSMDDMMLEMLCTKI
GC-B act: GC-B (human) receptor activation | activation, % at 10 µM | hit rate 0.11% among 370,000 | HEK293-GC-B cells, CNP EC30, cGMP TR-FRET; 0% at EC30 CNP, 100% saturating CNP | AID 1920062;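 active means activation at 10 µM reaching about 35% in either raw or pattern-adjusted values, limit read from the data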
* hit, by the source's call; . = not tested or not shown.

SMILES	DAX1 inh-1	GAA850 FXN act	KLK7 zymogen act	HGIII-sPLA2 inh	hcDAF12 agonist	SMARCA2 act	hgDAF12 agonist	ssDAF-12 act	NPR1 activator	DAX1 inh-2	GC-B act
COc1cc2[nH]c(=S)n(CCN3CCOCC3)c(=O)c2cc1OC	0.4	2.0	-0.1	2	0.9	0	1.2	-1.7	-3	-0.3	0
COc1ccc(/C=C/C(=O)OCC(=O)NC2CCCC(C)C2C)cc1 (stereo not given)	-1.5	1.2	0.6	1	1.7	2	0.4	-1.2	-3	0.5	-3
Cc1ccc(NC2CCCN(C(=O)c3nonc3C)C2)cc1C (stereo not given)	-0.7	0.1	-0.5	2	0.1	0	-0.9	-1.1	-5	0.8	0
C/C(=N\NC(=O)c1nnn(-c2nonc2N)c1CSc1ccc(C)cc1)c1cccnc1	1.4	2.1	0.3	4	-1.2	-3	-2.4	-1.2	1	0.4	-1
Cc1ccccc1NC(=O)C1CCCN(C(=O)Nc2ccc(F)cc2)C1 (stereo not given)	-0.5	-0.4	0.1	1	0.5	-1	3.2	-1.0	-2	1.8	2
O=C(Nc1ccccc1C(=O)NCCN1CCOCC1)c1cccc([N+](=O)[O-])c1	0.6	1.8	0.0	-2	-1.7	1	0.9	-0.6	-2	-0.2	-7
CN1CCN(c2ccccc2NC(=O)c2c(F)cccc2F)CC1	-0.4	0.3	-0.4	0	0.0	0	-1.2	-2.0	-4	0.2	-3
O=C(c1ccc(F)c(S(=O)(=O)N2CCOCC2)c1)N1CCN(c2ccc(F)cc2)CC1	0.9	-0.9	-0.4	-5	-1.8	-2	0.5	-1.2	-1	-0.1	0
COc1ccc(C(C(=O)NC2CCCC2)N(Cc2cccnc2)C(=O)Cc2cccs2)cc1OC (stereo not given)	0.2	1.6	-0.8	3	-2.2	2	0.6	-0.8	-1	2.1	0
Cc1ccc(CNC(=O)CN(C)S(=O)(=O)c2cnc[nH]2)cc1	0.8	0.7	0.0	-4	-1.2	-3	0.8	-1.0	1	1.6	1
O=S(=O)(Nc1ccccc1Br)c1cccs1	0.0	0.5	-0.1	-6	-0.4	-2	0.9	-1.7	3	0.2	-5
COc1ccc(NC(=S)NC(=O)c2ccccc2)cn1	4.6*	4.9	-1.0	6	1.5	5	13*	-0.3	-2	1.2	2
Cc1ccc(S(=O)(=O)N2CCOCC2)cc1NC(=O)CSc1nc2ccccc2c(=O)n1Cc1ccccc1	-0.1	-8.6	-0.6	16	1.6	-2	-1.1	-0.9	0	-1.2	3
CC(=O)NCCc1cc2ccc(C)c(C)c2[nH]c1=O	1.2	0.3	-0.4	0	-0.5	8.3*	-2.5	-1.1	-2	0.8	-8
CCSC1=N/C(=C\c2ccc3c(c2)OCO3)C(=O)S1	-0.7	-1.3	0.3	0	0.3	1	0.3	-0.8	2	0.9	-4
CC(C)C[C@H]1CN(CCCC[C@H]2CNC(=O)C(=O)N2Cc2ccccc2)C(=O)C(=O)N1CCc1ccc(O)cc1	0.9	.	0.2	-6	-1.1	4	-0.2	-1.3	5	.	-1
COc1ccc(Cl)cc1C(=O)NNC(=O)c1[nH]c(C)c(C(C)=O)c1C	-0.6	0.0	-9.1	14	3.2	0	1.0	-0.7	0	1.6	-1
CCCCc1nnc(NC(=O)CCS(=O)(=O)Cc2ccccc2)s1	3.0	-0.7	-0.3	5	0.3	-1	-0.8	-1.5	0	0.5	1
O=C(Nc1ccc(Oc2ccccc2)cc1)C1CCN(c2ncccn2)CC1	-0.1	1.8	-0.8	9	-2.5	2	-2.8	-1.8	-3	0.8	-4
COc1cc2cc(CCO)oc(=O)c2cc1OC	-0.1	2.4	-0.2	4	0.1	0	-0.6	-1.1	2	-0.3	4
CCCC(C)C(=O)NCc1ccccc1OC (stereo not given)	-0.2	-0.9	-0.6	5	-0.3	0	1.4	-0.9	0	-0.5	2
Nc1nc2ccccc2n1/N=C/c1ccc(-c2ccccc2)o1	2.1	4.4	0.6	-12	-0.2	4	8.7	-0.9	-6	0.8	-3
CCOC(=O)CSc1nc(C)cc(Oc2ccc(=O)n(C)n2)n1	0.0	0.4	-0.2	0	0.0	2	-0.4	-0.2	3	0.8	-5
O=C(O)C1=C[C@@H](c2csc3ccccc23)C[C@@H](OCCCCO)O1	-0.2	-1.2	0.2	7	-1.1	2	5.4	-1.1	-2	1.5	3
NC(=S)N=Nc1c(O)[nH]c2c(Br)cc(Br)cc12	-0.5	0.5	0.2	8	-1.2	0	0.2	-0.9	4	.	9
Cc1oncc1-c1cn2ccccc2n1	0.0	1.7	0.6	2	2.1	-2	-2.5	-0.5	0	-0.5	-1
CC1(C)Cc2nc3oc4c(N5CCOCC5)ncnc4c3cc2CO1	0.4	0.8	0.3	-1	-0.9	3	1.1	-1.2	2	-0.5	-3
Cc1ccc(/C=C/c2ccc3cccc(O)c3n2)s1	1.5	4.1	0.3	2	8.9*	5	18*	1.5*	2	3.6	1
O=C(CN(C(=O)c1csnn1)c1ccc2c(c1)OCCO2)NCc1ccccc1	0.5	3.0	-0.7	-3	0.8	0	1.9	-0.1	-4	-0.8	4
Cc1ccc(S(=O)(=O)NC(C)CCc2ccccc2)cc1 (stereo not given)	-0.4	-2.2	0.2	-21	-0.9	-3	1.7	-1.8	-1	-0.4	3
O=C(Nc1ccccc1Oc1cccnc1)C1CCCN(Cc2ccccc2O)C1 (stereo not given)	-0.2	-3.6	0.1	-3	2.9	-3	-1.8	-0.8	-4	0.6	1
C/C(C=NNC(=O)CSc1nc2ccccc2n1C)=C\c1ccccc1	-1.1	.	0.4	-5	-0.8	-5	0.2	-1.3	-4	.	5
CC1(c2nnc(Cc3ccccc3)o2)CC(c2ccc(C#N)cc2)=NO1 (stereo not given)	0.1	2.8	-0.1	8	-1.0	-2	-2.8	-1.3	0	1.2	-2
CCN(CC)c1ccc(/C=N/NC(=O)c2nnn(-c3nonc3N)c2C(C)C)c(O)c1	-1.7	-10	-5.3	24*	-5.3	-4	-8.6	-1.1	3	-4.2	8
CCOC(=O)C1(C)CCN1C(=O)c1ccc(OC)c(F)c1 (stereo not given)	1.4	-0.2	0.1	8	1.2	-1	-0.2	-1.6	-2	.	7
O=C(CCCOC(=O)c1ccc(O)cc1O)c1ccccc1	-1.9	3.1	-0.2	-20	0.2	-1	4.9	-1.1	4	0.2	-4
COc1cccc(-c2ncc3ccccc3c2COC(=O)c2cccs2)c1	-0.1	3.2	0.2	1	-1.2	1	0.3	-1.3	7	0.4	7
Cc1ccc(NCC(O)C(O)C(O)CO)cc1C (stereo not given)	0.3	0.8	0.4	2	1.6	-1	-0.1	-1.0	3	0.9	0
Cc1ccc(S(=O)(=O)N(C)C)cc1NC(=O)C1CCC1	0.4	2.0	-0.2	-1	-0.3	0	1.2	-1.8	5	0.6	0
CCc1cccc(C)c1NC(=S)N(CCN(C)C)C(C)c1cccnc1 (stereo not given)	0.0	-0.7	-0.1	-1	0.3	-2	2.7	-1.1	-1	0.7	-2
Cc1nnc(SCCn2c(N3CCN(C)CC3)nc3c2c(=O)[nH]c(=O)n3C)s1	-0.2	0.2	-0.4	1	-0.9	-1	2.5	-1.1	-3	0.9	7
N#C/C(=C\c1ccc(OCc2ccc(F)cc2)cc1)C(=O)Nc1cccc(C(=O)O)c1	-0.2	2.6	0.4	4	-0.5	-4	4.9	-1.5	-7	1.8	-8
CC1CCC(NC(=O)CCS(=O)(=O)c2ccc3c(c2)CC(C)N3C(=O)C2CC2)CC1 (stereo not given)	-1.1	-0.3	-0.4	1	0.5	-2	-1.7	-1.1	-1	0.0	5
CCOc1ccc(NC(=O)N(CCCN2CCOCC2)Cc2cccnc2)cc1	0.5	1.4	0.5	1	-1.8	0	0.5	-1.4	15	0.1	-3
CCCn1c(SCC(=O)Nc2ccc(C(=O)Nc3ccccc3OC)cc2)n[nH]c1=O	0.0	-1.3	1.1	-10	-0.7	-3	-4.1	-2.2	-2	-0.8	2
O=C(Cn1cnc(S(=O)(=O)N2CCCC2)c1)Nc1ccc(OC(F)(F)F)cc1	0.1	-0.2	0.1	6	-1.6	0	2.1	-0.9	-1	0.5	2
CC[C@]1(c2ccc(C)cc2)C(=O)N(C(=O)OC(C)C)N1C(=O)OC(C)C	-2.8	.	-1.1	2	-1.1	-3	-1.1	-0.7	-32	.	-23
CC(=O)OCCc1[nH]c2ccccc2c1C	-0.7	2.0	0.1	3	1.1	0	0.8	-0.8	2	0.7	1

Sorted by length of the SMILES (ascending): three of the compounds above.
SMILES	DAX1 inh-1	GAA850 FXN act	KLK7 zymogen act	HGIII-sPLA2 inh	hcDAF12 agonist	SMARCA2 act	hgDAF12 agonist	ssDAF-12 act	NPR1 activator	DAX1 inh-2	GC-B act
CCc1cccc(C)c1NC(=S)N(CCN(C)C)C(C)c1cccnc1 (stereo not given)	0.0	-0.7	-0.1	-1	0.3	-2	2.7	-1.1	-1	0.7	-2
CCCn1c(SCC(=O)Nc2ccc(C(=O)Nc3ccccc3OC)cc2)n[nH]c1=O	0.0	-1.3	1.1	-10	-0.7	-3	-4.1	-2.2	-2	-0.8	2
N#C/C(=C\c1ccc(OCc2ccc(F)cc2)cc1)C(=O)Nc1cccc(C(=O)O)c1	-0.2	2.6	0.4	4	-0.5	-4	4.9	-1.5	-7	1.8	-8

Next structures:
SMILES	DAX1 inh-1	GAA850 FXN act	KLK7 zymogen act	HGIII-sPLA2 inh	hcDAF12 agonist	SMARCA2 act	hgDAF12 agonist	ssDAF-12 act	NPR1 activator	DAX1 inh-2	GC-B act
O=C(Nc1ccnn1C1CCN(CCCc2ccccc2)CC1)c1cccc(F)c1	-0.3	0.2	0.1	-14	-2.1	4	0.8	-1.5	0	0.5	-3
c1ccc(-c2cc3c(N4CCOCC4)ncnc3s2)cc1	-0.8	0.8	0.9	-8	-2.1	0	-3.1	-1.4	12	-0.5	3
CCCCN(C(=O)COC(=O)CSc1ccc([N+](=O)[O-])cc1)c1c(N)n(CCC)c(=O)[nH]c1=O	0.8	0.0	-0.6	-5	0.4	0	0.2	-0.8	-1	-1.8	-5
Cc1cc(C)cc(NC(=O)COC(=O)CCCC2=NS(=O)(=O)c3ccccc3N2)c1	0.0	1.4	-0.1	-13	1.4	0	0.6	-1.6	-1	2.5	-4
COc1ccc(Oc2nccc(-c3ccccc3)c2C#N)cc1	1.3	3.3	-0.1	-15	-0.8	1	8.5	-0.8	-1	2.6	-4
Cc1ccc(SSc2cc(C)ccc2N)c(N)c1	0.0	6.0	0.0	-1	3.6	3	-7.6	-0.4	2	-0.2	4

Ordered by the number under SMARCA2 act (descending): four of the compounds above.
| SMILES | SMARCA2 act |
| --- | --- |
| O=C(Nc1ccnn1C1CCN(CCCc2ccccc2)CC1)c1cccc(F)c1 | 4 |
| Cc1ccc(SSc2cc(C)ccc2N)c(N)c1 | 3 |
| COc1ccc(Oc2nccc(-c3ccccc3)c2C#N)cc1 | 1 |
| c1ccc(-c2cc3c(N4CCOCC4)ncnc3s2)cc1 | 0 |
